Compound activity from PubChem BioAssay.
HTRA1 inhibitor: inhibitors of human serine peptidase HTRA1 | Q92743 | recombinant HTRA1, FP-rhodamine activity-based probe, fluorescence polarization | inhibition, % at 5.96 µM | 0.5% of 340,000 active; in the data active = inhibition above about 36%;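 also: 0% = enzyme with DMSO and 100% = wells lacking enzyme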
Tn7 DDE FP: DD(E)-Tn7 binding inhibition, primary FP screen; FP displacement of FITC-Tn7 peptide from fibrin DD(E); 0% = median of compound wells per plate; 0.13% of 370,000 active; AID 720508; inhibition, % at 8.3 µM; P02675;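 active = inhibition above the mean of compounds falling within the control limits plus 3 SD of them, cut at about 14% in these data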;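 also: 0% = plate median of compound wells and 100% = 10 µM Aha-Tn7 peptide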
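Assay system: human fibrin DD(E). Input: DD(E) 2 µM final. Medium: Tris buffer with calcium and detergent, pH 7.8. Compound dosing: single point at 8.3 µM. Timing: 10 min plus 3 h, room temperature. Technique: fluorescence polarization of the labelled Tn7 tracer. Read-out: percent inhibition. Replicates: singlicate testing.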
TCR-CD3 inh: blocks the human TCR-CD3 interaction. inhibition, % at 9.4 µM. TAMRA-labeled TCR probe fluorescence, biochemical. 0.37% of 360,000 active. AID 651800; in the data active = inhibition above about 19%;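 also: recombinant mutant TCR 2C K166C tagged with TAMRA read by polarization; 0% = receptor in buffer alone and 100% = receptor with positive control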
UHRF1 binding: UHRF1 methyl-DNA binding inhibition | Q96T88 | UHRF1 binding to methylated oligo, TR-FRET | inhibition, % at 4.4 µM | 0.75% of 370,000 active | AID 687016; in the data active = inhibition above about 21%;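 also: UHRF1 SRA domain binding a hemimethylated CpG hairpin DNA probe; 0% = median of test compound wells and 100% = reference inhibitor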
Target sequence (Q96T88 whole entry, looked up, the tested form may be a part): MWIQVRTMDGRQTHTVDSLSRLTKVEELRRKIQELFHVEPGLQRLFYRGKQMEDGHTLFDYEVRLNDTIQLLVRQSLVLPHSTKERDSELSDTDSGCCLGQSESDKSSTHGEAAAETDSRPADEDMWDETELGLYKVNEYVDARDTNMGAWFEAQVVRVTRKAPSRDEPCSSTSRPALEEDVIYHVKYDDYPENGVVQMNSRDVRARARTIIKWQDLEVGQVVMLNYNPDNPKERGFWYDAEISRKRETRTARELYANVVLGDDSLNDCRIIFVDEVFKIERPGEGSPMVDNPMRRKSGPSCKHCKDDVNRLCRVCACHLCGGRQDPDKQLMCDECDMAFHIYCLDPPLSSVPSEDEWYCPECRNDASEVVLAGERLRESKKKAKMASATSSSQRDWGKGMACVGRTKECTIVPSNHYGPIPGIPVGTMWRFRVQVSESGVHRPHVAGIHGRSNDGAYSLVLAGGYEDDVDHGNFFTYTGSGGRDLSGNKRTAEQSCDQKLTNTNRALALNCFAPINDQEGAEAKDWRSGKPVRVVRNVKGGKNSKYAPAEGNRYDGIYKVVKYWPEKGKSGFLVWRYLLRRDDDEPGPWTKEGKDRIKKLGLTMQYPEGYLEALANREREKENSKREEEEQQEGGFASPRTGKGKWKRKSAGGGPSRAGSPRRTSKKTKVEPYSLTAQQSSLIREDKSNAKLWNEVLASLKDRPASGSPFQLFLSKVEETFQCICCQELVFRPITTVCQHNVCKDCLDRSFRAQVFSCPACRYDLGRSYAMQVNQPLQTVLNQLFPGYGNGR
PRMT1 FP inh: inhibitors of human PRMT1; Q99873; recombinant PRMT1, activity-based probe fluorescence polarization; inhibition, % at 2.79 µM; 1.3% of 370,000 active;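 active = inhibition above about 21% made by adding two undisclosed values, limit read from the data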
PG9 binder: PG9 antibody binding by small molecule | TR-FRET gp120-PG9 antibody binding | inhibition, % at 6.7 µM | 0.43% of 360,000 active; in the data active = inhibition above about 8.5%
ABHD4 inh: inhibits mouse alpha/beta hydrolase domain 4 | Q8VD66 | purified mABHD4, FP-Rh probe fluorescence polarization | inhibition, % at 8.92 µM | 0.54% of 370,000 active | AID 720543;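 active = inhibition exceeding the mean over every tested compound plus 3 SD, cut at about 30% in these data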;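 also: 0% = plate median of compound wells and 100% = S159A mutant with DMSO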
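Assay system: mABHD4 protein; medium: HEPES pH 7.0, NaCl, Pluronic buffer; dosing: 8.92 µM, single dose; schedule: 45 min + 60 min at 25 °C; signal: FP readout, ex 525 nm / em 598 nm; read-out: normalized percent inhibition of probe labeling; repeats: single replicate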
LEDGF integ inh: blocks HIV-1 LEDGF/p75-dependent DNA integration | TR-FRET IN-LEDGF/p75 DNA integration, Eu/Cy5 | inhibition, % at 3.7 µM | 0.64% of 370,000 active;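 active = inhibition above the screen-wide mean plus 3 SD, cut at about 13% in these data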;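 also: signal is the Cy5 over europium emission ratio at 671 and 618 nm; 0% = plate median of compound wells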
TDP2 absorb: blocks human TDP2 phosphodiesterase activity; inhibition, % at 12.8 µM; recombinant TDP2, T5PNP hydrolysis, p-nitrophenol absorbance 415 nm; 0.34% of 370,000 active;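 active = inhibition above the mean of all tested compounds plus 3 SD, set per campaign, cut at about 25% in these data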;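 also: 0% = DMSO with enzyme and 100% = buffer with substrate but no TDP2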
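Assay system: Recombinant human TDP2 | Quantity: 120 nM TDP2 per well | Incubation: 2 h at 37 °C | Signal: Epi absorbance | Evaluation: Percent inhibition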
SIAE inh: inhibitors of human sialic acid acetylesterase SIAE | Q9HAT2 | SIAE FP-Rh probe binding, fluorescence polarization | inhibition, % at 9.66 µM | 0.69% of 370,000 active | AID 1053197;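 active = inhibition above a cutoff: mean of compounds within the control limits plus 3 SD of those, cut at about 17% in these data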;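 also: 0% = plate median of compound wells and 100% = probe without SIAE protein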
* = called active by the depositor; nt = no result given.

SMILES | HTRA1 inhibitor | Tn7 DDE FP | TCR-CD3 inh | UHRF1 binding | PRMT1 FP inh | PG9 binder | ABHD4 inh | LEDGF integ inh | TDP2 absorb | SIAE inh
CCCOc1ccc(C(CC(=O)O)NC(=O)Cc2ccccc2)cc1 (configuration not stated) | 0 | 1 | 4 | 0 | -3 | -1.4 | 0 | -2 | 11 | -1
Cc1cc(C(F)(F)F)n(-c2nc(C(=O)O)cs2)n1 | 3 | -4 | 4 | 3 | 3 | -1.7 | -5 | 5 | 0 | -1
O=C1CN(C(=O)COc2ccc(Br)cc2F)c2ccccc2N1 | 0 | -5 | 4 | 3 | -1 | -0.4 | 8 | 0 | -9 | -4
CCC(=O)N1CCC1(C)C(=O)Nc1cccc(OC)c1OC (configuration not stated) | nt | -2 | -13 | -1 | -1 | 0.9 | 3 | 0 | -1 | -3
COc1ccc(-n2c(CNC(=O)c3cc(OC)c(OC)c(OC)c3)n[nH]c2=S)cc1 | 2 | 3 | 1 | -2 | 0 | -2.0 | 5 | -3 | 8 | -3
COC(=O)/C(=N/Nc1ccccc1C)Sc1nnc(C(O)c2ccccc2)n1-c1ccccc1 (configuration not stated) | 6 | 2 | -6 | -1 | 2 | -0.8 | -1 | -4 | 7 | 4
Cc1c(NC(=O)Nc2ccccc2Cl)c(=O)n(-c2ccccc2)n1C | 0 | -3 | 4 | 1 | -8 | -0.9 | 1 | 4 | -5 | -6
COc1ccc(OC)c(CNC(=O)CCn2nc(C)c3c(C)n(-c4ccccc4)nc3c2=O)c1 | 3 | 0 | -1 | 1 | 2 | -0.1 | 0 | -2 | -2 | 4
CNC(=S)N/N=C1\C(=O)c2cccc3cccc1c23 | 10 | 2 | -4 | -5 | -1 | -6.9 | 7 | 2 | 5 | 0
O=C(/C=C/[C@H]1O[C@@H](n2ccc(=O)[nH]c2=O)[C@H](O)[C@@H]1O)N1CCN(Cc2ccc(F)cc2)CC1 | nt | -1 | 1 | 2 | -2 | -1.0 | -4 | 2 | -7 | -5
CC(Sc1ccc(Cl)cc1)C(=O)NCc1cccnc1 (configuration not stated) | -3 | 7 | -5 | -4 | 0 | 0.9 | 4 | 3 | 15 | 1
CN(C)CCCN1C(=O)C(O)=C(C(=O)c2cc3ccccc3o2)C1c1ccccc1 (configuration not stated) | 5 | 1 | -9 | 0 | 5 | 36* | 7 | 1 | 6 | -9
O=S(=O)(NCCSc1ccccn1)c1ccc(Br)cc1 | 0 | -1 | -1 | 0 | -2 | -2.6 | -5 | 8 | -3 | -3
CC(C)OC(=O)c1cc(NC(=O)C2C3C=CC(O3)C2C(=O)O)cc(C(=O)OC(C)C)c1 (configuration not stated) | 0 | -5 | 3 | 0 | 15 | 2.0 | 1 | 4 | -3 | 0
CCOc1ccc(NS(=O)(=O)c2cnc(Cl)c(Cl)c2)cc1 | 2 | -5 | -1 | 0 | 1 | 0.9 | -2 | 1 | -1 | 4

Compound profiles (already shown).
`CNC(=S)N/N=C1\C(=O)c2cccc3cccc1c23` is listed as HTRA1 inhibitor = 10; Tn7 DDE FP = 2; TCR-CD3 inh = -4; UHRF1 binding = -5; PRMT1 FP inh = -1; PG9 binder = -6.9; ABHD4 inh = 7; LEDGF integ inh = 2; TDP2 absorb = 5; SIAE inh = 0
`CCCOc1ccc(C(CC(=O)O)NC(=O)Cc2ccccc2)cc1` (configuration not stated) is listed as HTRA1 inhibitor = 0; Tn7 DDE FP = 1; TCR-CD3 inh = 4; UHRF1 binding = 0; PRMT1 FP inh = -3; PG9 binder = -1.4; ABHD4 inh = 0; LEDGF integ inh = -2; TDP2 absorb = 11; SIAE inh = -1

Ten structures from above, sorted by molecular weight, falling.
SMILES | HTRA1 inhibitor | Tn7 DDE FP | TCR-CD3 inh | UHRF1 binding | PRMT1 FP inh | PG9 binder | ABHD4 inh | LEDGF integ inh | TDP2 absorb | SIAE inh
COC(=O)/C(=N/Nc1ccccc1C)Sc1nnc(C(O)c2ccccc2)n1-c1ccccc1 (configuration not stated) | 6 | 2 | -6 | -1 | 2 | -0.8 | -1 | -4 | 7 | 4
O=C(/C=C/[C@H]1O[C@@H](n2ccc(=O)[nH]c2=O)[C@H](O)[C@@H]1O)N1CCN(Cc2ccc(F)cc2)CC1 | nt | -1 | 1 | 2 | -2 | -1.0 | -4 | 2 | -7 | -5
CN(C)CCCN1C(=O)C(O)=C(C(=O)c2cc3ccccc3o2)C1c1ccccc1 (configuration not stated) | 5 | 1 | -9 | 0 | 5 | 36* | 7 | 1 | 6 | -9
Cc1c(NC(=O)Nc2ccccc2Cl)c(=O)n(-c2ccccc2)n1C | 0 | -3 | 4 | 1 | -8 | -0.9 | 1 | 4 | -5 | -6
CCOc1ccc(NS(=O)(=O)c2cnc(Cl)c(Cl)c2)cc1 | 2 | -5 | -1 | 0 | 1 | 0.9 | -2 | 1 | -1 | 4
CCCOc1ccc(C(CC(=O)O)NC(=O)Cc2ccccc2)cc1 (configuration not stated) | 0 | 1 | 4 | 0 | -3 | -1.4 | 0 | -2 | 11 | -1
CC(Sc1ccc(Cl)cc1)C(=O)NCc1cccnc1 (configuration not stated) | -3 | 7 | -5 | -4 | 0 | 0.9 | 4 | 3 | 15 | 1
CCC(=O)N1CCC1(C)C(=O)Nc1cccc(OC)c1OC (configuration not stated) | nt | -2 | -13 | -1 | -1 | 0.9 | 3 | 0 | -1 | -3
Cc1cc(C(F)(F)F)n(-c2nc(C(=O)O)cs2)n1 | 3 | -4 | 4 | 3 | 3 | -1.7 | -5 | 5 | 0 | -1
CNC(=S)N/N=C1\C(=O)c2cccc3cccc1c23 | 10 | 2 | -4 | -5 | -1 | -6.9 | 7 | 2 | 5 | 0

More results
SMILES | HTRA1 inhibitor | Tn7 DDE FP | TCR-CD3 inh | UHRF1 binding | PRMT1 FP inh | PG9 binder | ABHD4 inh | LEDGF integ inh | TDP2 absorb | SIAE inh
CC1(C)CCCC2=C1CC1C(=O)N(O)C(=O)C1C2 (configuration not stated) | 1 | 0 | 3 | -1 | 0 | -1.2 | 1 | -5 | -5 | 1
NC(=O)Nc1ccc(C(=O)OCC(=O)Nc2ccc(Cl)cn2)cc1 | -3 | -4 | 3 | 0 | -9 | 0.5 | -4 | 5 | 12 | 10
CC(CC(=O)Nc1ccncc1)c1ccccc1 (configuration not stated) | 2 | 0 | 7 | -2 | 2 | 2.3 | 8 | 0 | 3 | -4
CNC(=O)C[C@H]1C(=O)N(c2ccc(OC)cc2)C[C@@H]1CSC | 2 | 3 | 8 | 0 | -1 | -4.2 | 1 | 1 | -12 | 0
CC(Sc1nnc(-c2cccs2)n1-c1ccccc1)C(=O)NCc1ccco1 (configuration not stated) | -2 | 0 | -3 | 14 | 3 | 1.1 | 4 | 2 | -8 | -5
O=C(NCc1ccccn1)c1cccc(S(=O)(=O)N2CCCCC2)c1 | -1 | 5 | 2 | -1 | -3 | 0.7 | 3 | 0 | -2 | 6
CNC(=O)c1c(NC(=O)c2ccc(S(=O)(=O)N3CCCC3)cc2)sc2c1CCN(C(C)C)C2 | nt | -5 | 0 | 1 | -7 | -5.3 | -3 | 1 | -2 | 5
O=C(O)c1ccccc1NC(=O)C1CCCO1 (configuration not stated) | 7 | -9 | 7 | 0 | -1 | -0.6 | -5 | 5 | -8 | 8
COc1ccc(CN(C)S(=O)(=O)c2nnc(NC(=O)c3ccc(C)cc3)s2)cc1OC | 0 | -6 | 12 | -2 | -7 | 1.2 | -1 | -6 | 12 | -7
Oc1ccc(Cl)cc1CNCc1ccc(Cl)cc1 | -1 | 1 | 6 | -2 | 0 | -0.6 | -3 | -2 | -1 | 2
CCC1CCCCN1CCCNS(=O)(=O)c1ccc2c(c1)oc(=O)n2C (configuration not stated) | 2 | 6 | 0 | 0 | -1 | -1.7 | 1 | -1 | 10 | -5
Cc1cc(=O)oc2cc(OCCC[n+]3ccccc3)ccc12 | 3 | -4 | -1 | -4 | -1 | -1.6 | 4 | 1 | 7 | -4
Cc1ccc(CNS(=O)(=O)c2c(C(=O)N3CCCCCC3)c(C)n(C)c2C)cc1 | 3 | -10 | 0 | -1 | -2 | 0.5 | 2 | -2 | 18 | 11
C=CCNc1nc(Cl)nc(Nc2ccc(OCC)cc2)n1 | -3 | -3 | 1 | 4 | 0 | 0.9 | 4 | 0 | 0 | 4
NC(=O)CCN1CCN(S(=O)(=O)/C=C/c2ccccc2)CC1 | -4 | 0 | -6 | 1 | 4 | 2.4 | 4 | -4 | 3 | 6
Cn1cc(C[C@H](NC(=O)OC(C)(C)C)C(=O)N[C@@H](CO)Cc2ccccc2)c2ccccc21 | -5 | 10 | 13 | 2 | -5 | 2.3 | 11 | 1 | -5 | 2
O=C(Cc1c(F)cccc1Cl)NCC1CCCO1 (configuration not stated) | 9 | 4 | 9 | -3 | 3 | -2.0 | -5 | -1 | -2 | 1
CC(=O)OCC(=O)C1(O)CCC2C3CCC4CC(O)CCC4(C)C3C(=O)CC21C (configuration not stated) | nt | 1 | 1 | -2 | -4 | -1.7 | 3 | 1 | -3 | -8
CSc1ccccc1OCc1cc(C(=O)NCCN2CCCc3ccccc32)no1 | -7 | 2 | -1 | -6 | 1 | -1.9 | -4 | 3 | 18 | 4
COc1ccc(CC(=O)Nc2cccc(S(=O)(=O)N3CCCCCC3)c2)cc1OC | -8 | -3 | 0 | -4 | -3 | 1.3 | 1 | -1 | 6 | -3
O=C1N(Cc2ccccc2)CCCC12CCCN(Cc1ccccc1)C2=O | 2 | 1 | 5 | 2 | -3 | -0.8 | -1 | 0 | -14 | -1
CCCc1c(C(=O)N2CCN(c3ccccc3OC)CC2)cnn1-c1ccccc1 | 7 | 9 | -2 | -1 | 1 | -0.5 | 1 | 0 | 15 | -3
Cc1ccccc1CNC(=O)C1CCCN(c2nnc(C)c3c(C)n(-c4ccccc4)nc23)C1 (configuration not stated) | 0 | 8 | -4 | 0 | -1 | 0.8 | -5 | -3 | -6 | -12
COc1ccc(C(CNC(=O)c2oc3ccc(OC)cc3c2C)N2CCCC2)cc1 (configuration not stated) | -18 | 0 | 2 | -2 | 1 | -1.1 | 1 | 1 | 3 | 4
CCc1c(Cl)nc(N)nc1Nc1ccccc1C | 2 | -4 | 3 | -3 | -5 | -2.0 | -4 | 3 | 3 | 3
COc1ccc(-c2cc(C(=O)Nc3ccc(OC)c(OC)c3)[nH]n2)c(C)c1 | nt | 0 | -4 | -1 | 3 | -2.3 | -2 | -1 | 9 | 0
CC(=O)NC(Cc1ccccc1)C(=O)Oc1ccc2ccccc2c1 (configuration not stated) | -5 | 7 | -5 | -1 | 3 | 0.6 | 3 | -9 | -1 | 4
CCc1ccc(-c2cc(C(F)(F)F)n3nc(C(=O)Nc4c(C)nn(Cc5ccc(F)cc5)c4C)cc3n2)s1 | -30 | 4 | 6 | 4 | 3 | 1.6 | 6 | 0 | 3 | -23

This is a random part of the collection. Share with any hit: about 4.2%.
